High-throughput results: PubChem, National Center for Advancing Translational Sciences (NCATS)
Lipid storage S3 = qHTS Assay for Lipid Storage Modulators in Drosophila S3 Cells | Drosophila S3 cells, BODIPY lipid droplet fluorescence, 18-24 h; cells fed with added oleic acid | Potency in µM for hits, for the others lipid storage change, negative = inhibition, % at the top dose, mostly 46.1 µM | 320,000 compounds, 0.64% hits; active means well fitted inhibition curve with a large enough effect in the signal ratio, with a control signal flat, not every such curve was filed as active; inconclusive means small, poorly fitted or top-dose-only effect, or effect the other way, or a change in a side signal; the % refers to the signal ratio
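Drosophila S3 cells got compounds at several concentrations plus oleic acid (400 uM solution). Laser-scanning cytometry with 488 nm excitation read lipid droplets at 500-530 nm and cells at 575-640 nm. Percent activity was relative to 20 uM Triacsin C.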
Lipid storage S3 cell count max = also measured in Lipid storage S3; calls as there; cell number change, %; measured here: cell count max response;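 cells counted by Cell Tracker Red CMTPX staining in the red channel; peak over a dose series mostly up to 46.1 µM; percent activity relative to internal control wells on each plate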
Numbers without * were called inactive; i = inactive; u = inconclusive; x = no result given. On the % scale 0 is the no-effect control and ±100 the full control effect; potency means the concentration at half of the fitted maximal effect. Only part of the results is shown; count on the stated rates, not on these rows.

Lipid storage S3	Lipid storage S3 cell count max	SMILES
7.7%	x	O=C(NCC(c1ccco1)N1CCN(c2ccc(F)cc2)CC1)OCc1ccccc1 (stereo not drawn)
u	x	CC(C)c1ccc(S(=O)(=O)N2CCC3(CC2)OCCO3)cc1
13.9%	1.7	O=C(O)CCC(=O)N1CN2CN(C(=O)CCC(=O)O)CC([N+](=O)[O-])(C2)C1
u	x	COc1ccc(NC(=O)NNC(=O)c2ccc(-c3ccccc3)cc2)cc1
u	x	CC(=O)C1=C(O)CC(c2ccccc2)CC1=NCCc1ccccc1 (stereo not drawn)
u	x	Cn1c(CNC(=O)c2ccco2)nnc1SCC(=O)N1CCN(c2ccccc2F)CC1
10.1%	-3.8	O=C(O)C1C2CC3C(OC(=O)C31)C2Cl (stereo not drawn)
-1.7%	8.8	Cc1cccc(NC(=O)c2ccc([N+](=O)[O-])o2)c1C
10.6%	11.9	CC(C)N1CCN(Cc2coc3ccccc3c2=O)CC1CCO (stereo not drawn)
u	x	Nc1cc(C(=O)OCC(=O)NC(c2ccccc2)c2ccccc2)ccc1Cl
i	x	CC(C)Sc1nc2c(c(=O)n(C)c(=O)n2C)n1Cc1ccc(Cl)cc1
1.2%	-4.9	COc1cc(CNc2ccccc2Oc2cc(=O)n(C)c(=O)n2C)cc(OC)c1OC
i	-15.0	S=c1[nH]c2ccccc2n1CCOc1ccccc1
i	x	C=CCSC1=C(C#N)C(c2ccccc2)CC(=O)N1 (stereo not drawn)
u	x	Cc1c(/C(O)=C2\C(=O)C(=O)N(CCCN(C)C)C2c2ccccc2)cnn1-c1ccccc1 (stereo not drawn)
22.5%	x	Cc1c(C(=O)O)cnc2cc(-c3ccc(Cl)cc3)nn12
u	x	COC(=O)c1cc(S(=O)(=O)N2CCN(c3ccc(OC)cc3)CC2)cn1C
u	x	Cc1snc(SCc2c(F)cccc2Cl)c1C#N
u	x	CC(C)C(=O)Nc1ccc(Br)cc1Cl
-7.8%	-16.5	CCc1ccc(NC(=O)COC(=O)/C(=C/c2ccccc2OC)c2ccccc2)cc1
9.6%	-5.7	CSc1nc2sc3c(c2c(=O)n1C)CCC(C)C3 (stereo not drawn)
u	x	Cc1ccc([N+](=O)[O-])cc1N(CC(=O)NC1CCCC1)S(C)(=O)=O
0.4%	3.3	COc1ccc(NC(=O)c2cc(-c3ccco3)on2)cc1
3.9%	-10.5	CC1(C)OC(C(=O)NC2CCCCC2)C(C(=O)NC2CCCCC2)O1 (stereo not drawn)
u	x	O=C(CN1CCCCC1)NCC(=O)Nc1ccc(F)c(F)c1F
u	x	Cc1cc(C)c(OCC(=O)N/N=C/c2ccc3c(c2)OCO3)c(C)c1
-11.0%	-16.1	CC(=O)C(C)Oc1ccc2c3c(c(=O)oc2c1C)CCCC3 (stereo not drawn)
u	x	O=C1CSC(=S)N1/N=C/c1cccnc1
u	x	CCOCCCn1c(=N)c(S(=O)(=O)c2ccc(C)cc2)cc2c(=O)n3cc(C)ccc3nc21
2.6%	3.5	CCn1nc(C)c(CNC(=O)C2CCC(=O)N(Cc3ccc(Cl)cc3)C2)c1C (stereo not drawn)
24.7%	-4.3	COC(=O)c1[nH]c(C)c(/C(O)=C2\C(=O)C(=O)N(CCN3CCOCC3)C2c2cccs2)c1C (stereo not drawn)
-0.6%	24.6	Cc1ccccc1C(=O)N1CCN(c2ccc(NC(=O)c3cccnc3)cc2)CC1
-23.1%	-17.6	CC(=O)Nc1nc2cc3c(cc2s1)OCCO3
u	x	C#CCOCCOCCOCCNc1nc(N2CCOCC2)nc(N2CCN(C(=O)CCCCCCCCCCNC(=O)[C@H]([C@@H](C)CC)n3cc(CCCCN=C(N)N)nn3)CC2)n1
u	x	COc1ccc(Nc2ccc(OC)cc2)cc1
-1.1%	17.6	COc1cc(C)ccc1NC(=O)c1ccc(S(=O)(=O)N2CCOCC2)cc1
u	x	COc1ccc2[nH]c(=S)[nH]c2c1
6.5%	1.6	COc1ccc(/C=C2/SC(=O)N(CCC(=O)Nc3ccccc3)C2=O)cc1OC
20.9%	9.5	C=CCNC(=O)c1cc(=O)c2ccccc2o1
u	x	COc1ccc(-n2nc(C(=O)N(C)C3CCCCC3)c3ccccc3c2=O)c(OC)c1
u	x	CCCC1CCC(=NNC(=S)NCCc2ccccc2)CC1 (stereo not drawn)
u	x	CC(C)c1nnc(NC(=O)c2sc3ccccc3c2Cl)s1
u	x	CCOC(=O)C1CCN(C(=O)c2ccc(OC)cc2OC)CC1
u	x	CCOc1ccccc1NC(=O)CSc1nnc(C2CC2)n1CC
0.1%	7.3	COc1ccc(OC)c(NC(=O)COC(=O)C2CCN(C(=O)c3ccc(Cl)cc3)CC2)c1
7.3%	29.1	Cc1ccc2nc(NCc3ccccc3)c(C=NCc3ccccc3)c(=O)n2c1
u	x	COCc1ccc(C(=O)N2CCCC(C(=O)c3cccc(C(F)(F)F)c3)C2)o1 (stereo not drawn)
u	x	O=C(O)CCCN1C(=O)/C(=C\C(Cl)=C\c2ccccc2)SC1=S
-31.2%	22.7	COc1cc(C(C(=O)NC2CCCCC2)N(C(=O)Cc2c[nH]c3ccccc23)c2ccc(C)cc2)cc(OC)c1OC (stereo not drawn)
u	x	O=C(Nc1ccncc1)c1cc(-c2ccccn2)nc2ccccc12
u	x	CCc1ccc(NC(=O)c2cnn3c(C(F)F)cc(C)nc23)cc1
i	x	COc1cnc(-c2ccccn2)nc1Oc1c(C)cccc1C
u	x	Cc1cccc(OCc2ccc(C(=O)Nc3cc(C)on3)o2)c1
u	x	CCN(CCCNC(=O)c1[nH]c(C)c(C(C)=O)c1C)c1ccccc1
u	x	COc1cc(NC(=O)c2cccnc2Sc2ccc(C)c(C)c2)cc(OC)c1OC
u	x	Cc1ccnc(NC2CCCCC2)c1
9.2µM*	-28.8*	O=C(NCCNC(=O)c1ccccc1O)c1ccccc1O
u	x	O=C(Cn1c2[n+](c3ccc(C(F)(F)F)cc31)CCCCC2)Nc1c(F)cccc1F
i	25.7	CCOC(=O)C1CCN(Cc2ccccc2C)CC1
u	x	Fc1ccc(Cn2ccc(-c3cnc(-c4ccccc4)s3)n2)cc1

Ordered by SMILES length (highest first): some entries from above
Lipid storage S3	Lipid storage S3 cell count max	SMILES
u	x	O=C(Cn1c2[n+](c3ccc(C(F)(F)F)cc31)CCCCC2)Nc1c(F)cccc1F
u	x	Fc1ccc(Cn2ccc(-c3cnc(-c4ccccc4)s3)n2)cc1
i	x	COc1cnc(-c2ccccn2)nc1Oc1c(C)cccc1C
u	x	CCCC1CCC(=NNC(=S)NCCc2ccccc2)CC1 (stereo not drawn)

Carrying on.
Lipid storage S3	Lipid storage S3 cell count max	SMILES
u	x	COc1ccc(OCC(=O)NNc2c3ccccc3nc3ccccc23)cc1
-1.4%	5.0	Clc1ccccc1OCCCCN1CCCC1
u	x	CCCCc1cc2ccccc2c(OCCN(C)C)n1
5.1%	x	CCN(CC)S(=O)(=O)c1ccc(N2CCCC2)c(C(=O)OCC(=O)Nc2cc(C)on2)c1
u	x	CCOc1ccc(NCc2nnc(SCC(=O)Nc3nc(-c4ccccc4)cs3)n2-c2ccccc2)cc1
u	x	CCCCn1c(N)c(Sc2ccc(C)cc2)c(=O)[nH]c1=O
u	x	O=C(Nc1ccc2oc(-c3cccnc3)nc2c1)c1ccc(Br)o1
u	x	CC(C)NC(=O)CSCc1ccccc1Cl
u	x	CSc1ccc(CN2CCN(C(=O)c3ccc([N+](=O)[O-])cc3)CC2)cc1
u	x	COC(=O)C1CCN(C(=O)CSc2nc3nc(C)cc(C)n3n2)CC1
-15.8%	-10.4	CCOC(=O)c1c(NC(=S)N2CCOCC2)sc2c1CCN(C(=O)OCC)C2
u	x	CCOC(=O)CNC(=O)c1ccc(C#CC2(O)CCCCC2)cc1
u	x	CN(C)c1ccc(C(CNC(=O)Cc2cccc3ccccc23)N(C)C)cc1 (stereo not drawn)
25.3%	20.3	CN(c1ccccc1)S(=O)(=O)c1ccc(C(=O)Nc2nnc(C3=COCCO3)o2)cc1
i	-4.5	CN(C(=O)CSc1nnc(N)s1)C1CCCCC1
-17.8%	-0.9	CCNc1nc(OCC)nc(N2CCC(Cc3ccccc3)CC2)n1
-4.8%	20.7	Oc1ccccc1/C=N/n1c2ccccc2c2ccccc21
-13.3%	-6.3	CC(=O)Nc1ccc(N2C(=O)CC(c3ccccc3)CC2=O)cc1
4.9%	7.6	Brc1ccc2ncnc(NCc3cccnc3)c2c1
12.9%	9.2	CCOc1ccc(OCC(O)CN2CCc3ccccc3C2)cc1 (stereo not drawn)

Exported with bars between the fields: entries from further up
molecule | Lipid storage S3 | Lipid storage S3 cell count max
Clc1ccccc1OCCCCN1CCCC1 | -1.4% | 5.0
CCCCc1cc2ccccc2c(OCCN(C)C)n1 | u | x
CCN(CC)S(=O)(=O)c1ccc(N2CCCC2)c(C(=O)OCC(=O)Nc2cc(C)on2)c1 | 5.1% | x
CCOc1ccc(NCc2nnc(SCC(=O)Nc3nc(-c4ccccc4)cs3)n2-c2ccccc2)cc1 | u | x
CCCCn1c(N)c(Sc2ccc(C)cc2)c(=O)[nH]c1=O | u | x

(further entries)
Lipid storage S3	Lipid storage S3 cell count max	SMILES
6.4%	-1.4	CSc1ccc(/C=N/NC(=O)CN2CCN(Cc3ccc(C)cc3)CC2)cc1
u	x	CSC1=NCCN1C(=O)c1ccc(S(=O)(=O)N(C)C)cc1
-10.5%	-2.5	O=C(CSc1ncnc2nc[nH]c12)c1ccc([N+](=O)[O-])cc1
5.1%	-5.7	Cc1nn(-c2ccccc2)c(N2CCCC2)c1/C=N/NC(=S)Nc1cc(C(F)(F)F)ccc1Cl
u	x	O=C(NCCO)C(c1ccccc1)c1ccccc1
u	x	O=C(Nc1nnc(COc2ccccc2)s1)C1CCN(S(=O)(=O)c2ccc(Cl)cc2)CC1
3.66µM*	x	CCOC(=O)C1CCN(c2cc3c(cc2NC(=O)c2ccccc2)n(C)c(=O)n3C)CC1
u	x	Cc1cc(NC(=O)CCCC(=O)NCc2cccs2)no1
i	x	COc1ccc(N(C)C2=NS(=O)(=O)c3ccccc32)cc1
u	x	CC1C(=O)N2CCCc3cc(S(=O)(=O)NCCc4ccccc4)cc1c32 (stereo not drawn)
u	x	CC(C)CN(C(=O)COC(=O)C12CC3CC(CC(O)(C3)C1)C2)C1CCS(=O)(=O)C1 (stereo not drawn)
1.8%	12.4	COc1c(C)oc2cc(O)ccc2c1=O
u	x	Cn1nc(CC(=O)NC2CCCCC2)c2ccccc2c1=O
-11.8%	3.9	S=c1[nH]nc(C2CCCCC2)n1Cc1ccccc1
14.6%	-17.4	Cc1nc2sc(C(c3cccc(F)c3)N3CC(C)OC(C)C3)c(O)n2n1 (stereo not drawn)
-9.6%	-8.7	O=C(C1CC1)N1CCc2cc(S(=O)(=O)NCC3COc4ccccc4O3)ccc21 (stereo not drawn)
u	x	O=C(CCn1c(=S)[nH]c2ccccc2c1=O)Nc1ccc(F)cc1
12.9%	16.1	NC(=O)CC(NC(=O)Cc1cccc2ccccc12)c1ccc(NCc2ccc(F)cc2)c([N+](=O)[O-])c1 (stereo not drawn)
10.9%	-4.4	O=C1CC(N2CCN(c3cccc(C(F)(F)F)c3)CC2)C(=O)N1c1ccccc1 (stereo not drawn)
-0.6%	-6.4	COc1ccccc1NC(=O)c1ccc2[nH]c(C)c(C)c2c1
17.4%	-4.7	CCN1CCN(c2ccc([N+](=O)[O-])cc2C(=O)c2ccc(Cl)cc2)CC1
u	x	Cc1cc2c(Nc3cccc(O)c3)ncnc2s1
u	x	Cc1ccc(CN=C2Nc3ccccc3CS2)cc1
u	x	Cc1cc(NS(=O)(=O)c2ccc(NC(=O)C(F)(F)F)cc2)nc(C)n1
i	8.2	COc1cc(CNc2ccc3[nH]c(=O)[nH]c3c2)ccc1OCc1ccccc1
-3.3%	-6.4	COc1ccc([N+](=O)[O-])cc1N(CC(=O)NCC1CCCO1)S(C)(=O)=O (stereo not drawn)
u	x	Cc1cc(C(=O)OC(C)C(=O)Nc2nc(-c3ccccc3)cs2)c(C)o1 (stereo not drawn)
0.3%	-14.9	CC(C)CCNC(=O)c1ccc(C2SCC(=O)N2Cc2ccco2)cc1 (stereo not drawn)
u	x	CN(Cc1nnc(SCC(=O)NCCc2ccccc2)n1C)S(=O)(=O)c1ccccc1
4.8%	22.7	CC(C)c1cc(CNC(=O)c2cc(COc3cncc(Cl)c3)on2)on1
6.5%	4.6	COc1ccccc1N(CC(=O)NCc1cccnc1)S(C)(=O)=O
-10.5%	1.8	Cc1ccc(C(C)C)c(OCc2ccc(C(=O)N/N=C/c3ccc(C(=O)O)cc3)cc2)c1
7.0%	0.5	Cc1ccc(C)c(NC2=NC3(CCCCC3)N=C(N)N2)c1
i	23.8	Cn1c(SCC(=O)NC(c2ccccc2)c2ccccc2)nnc1-c1cccs1
i	x	CCCOP(=O)(c1ccc(N(C)C)cc1)C(O)c1ccc(Cl)cc1Cl (stereo not drawn)
u	x	CCOc1ccc(OCCC(=O)OCC(=O)NNC(=O)c2ccccc2)cc1

Compound profiles (already shown).
O=C(Nc1nnc(COc2ccccc2)s1)C1CCN(S(=O)(=O)c2ccc(Cl)cc2)CC1 is listed with Lipid storage S3: u; Lipid storage S3 cell count max: x
Cc1ccccc1C(=O)N1CCN(c2ccc(NC(=O)c3cccnc3)cc2)CC1 is listed with Lipid storage S3: -0.6%; Lipid storage S3 cell count max: 24.6
CSc1nc2sc3c(c2c(=O)n1C)CCC(C)C3 (stereo not drawn) is listed with Lipid storage S3: 9.6%; Lipid storage S3 cell count max: -5.7
